Screening results from PubChem BioAssay.
USP1 inh = USP1/UAF1 (human) deubiquitinase inhibition | 390,000 compounds, 0.23% hits | recombinant USP1/UAF1, Ub-Rhodamine cleavage fluorescence | Potency, µM (top dose mostly 57.1 µM), inactives show at the highest dose activity change, negative = inhibition, hits mostly inhibitors | O94782; note: potency is the fitted concentration of half-maximal effect; % is set by controls: 0 for no effect and ±100 for the full control effect; nearly all actives have a fitted effect of over 60% in size; inactives centre near -12
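In this screen, compounds sit with the deubiquitinase complex (1nM) for 15 min at room temperature before Ub-Rho is added at 150nM final. Fluorescence rise is then followed for 6 reads every 60 seconds.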
RGS4 inhibitor = blocks human RGS4-accelerated GTP hydrolysis | P49798 | Transcreener GDP fluorescence polarization, RGS4-accelerated GTP hydrolysis | Potency, µM (series often up to 114 µM), without a hit: top-dose activity change, negative = inhibition, actives largely listed as inhibitors | 390,000 compounds, 0.039% hits | AID 504845; note: potency is the fitted concentration of half-maximal effect; % is set by controls: 0 for no effect and ±100 for the full control effect; nearly all actives have a fitted effect of over 75% in size; some results filed as inactive show a strong effect at the top dose
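MLSMR compounds (23 nl, pin-transferred) preincubated 10 min at room temperature with a 500nM (2x) first reagent, then RGS4 at 900nM (2x) plus Transcreener GDP mix added; fluorescence polarization (620/688 nm) read before and after 90 min at 30 °C.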
mIDH1 inhibitor = blocks human mutant IDH1 R132H enzyme. IDH1-R132H enzyme, NADPH consumption, diaphorase/resazurin fluorescence. Potency, µM (doses to about 76.6 µM), without a hit: at the highest dose activity change, negative = inhibition, hits mostly inhibitors. AID 602179. 390,000 compounds, 0.093% hits; note: potency is the fitted concentration of half-maximal effect; % is set by controls: 0 for no effect and ±100 for the full control effect; nearly all actives have a fitted effect of over 65% in size
Target sequence (O75874 whole entry R132H, stated change not applied): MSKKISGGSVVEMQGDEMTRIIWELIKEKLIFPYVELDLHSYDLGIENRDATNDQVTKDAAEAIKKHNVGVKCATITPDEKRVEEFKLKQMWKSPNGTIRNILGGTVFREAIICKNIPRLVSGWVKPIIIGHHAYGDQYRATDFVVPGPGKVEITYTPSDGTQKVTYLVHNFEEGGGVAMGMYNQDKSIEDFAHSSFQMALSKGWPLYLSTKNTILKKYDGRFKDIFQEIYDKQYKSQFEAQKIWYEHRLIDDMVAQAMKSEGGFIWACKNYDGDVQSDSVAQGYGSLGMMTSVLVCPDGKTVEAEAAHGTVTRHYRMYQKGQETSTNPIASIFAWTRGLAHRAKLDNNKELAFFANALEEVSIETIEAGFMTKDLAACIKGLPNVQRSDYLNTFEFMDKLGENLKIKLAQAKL
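IDH1-R132H (0.5 ug/mL) preincubated 30 min with compound, then NADPH (0.016 mM) and alpha-KG (2 mM) added; 80 min at RT, pH 7.5. Remaining NADPH coupled via diaphorase/resazurin to fluorescence (540/590 nm); concentration-response curves normalized to no-enzyme control.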
LDHA inh = inhibitors of human lactate dehydrogenase A; purified LDHA, NADH/diaphorase-resazurin fluorescence; stronger effect = lower value; activity change, % (values are at about 110 or 230 µM); 480,000 compounds, 0.15% hits; in the data active = activity change below about -30%; inconclusive = mostly about -25% to -30%;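 note: plate controls were DMSO wells for no effect and wells without enzyme for full effect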
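Resorufin fluorescence (ex540/em590), read at 0 and 20 min after diaphorase/resazurin addition, reports the NADH left after a 5 min room-temperature reaction of 2 nM human LDH5 with 0.06 mM NADH and 0.2 mM pyruvate.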
Vif-APOBEC3G blk = blocks the Vif interaction with human APOBEC3G; Q9HC16; HeLa A3G-eYFP + Vif (tagged APOBEC3G with the HIV-1 protein that degrades it), YFP fluorescence, overnight; Potency, µM (highest dose often 46.1 µM), without a hit: at the top dose activity, negative = active, hits mostly inhibitors; 410,000 compounds, 0.076% hits;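 note: potency is the fitted concentration of half-maximal effect; % is set by controls: 0 for no effect and ±100 for the full control effect; nearly all actives have a fitted effect of over 60% in size; hits raise eYFP signal because A3G escapes Vif-driven loss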
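HeLa cells stably expressing Vif and C-terminally eYFP-tagged A3G, seeded overnight at 37 deg C, then exposed to compound by pintool overnight at 37 deg C. Rise in yellow fluorescence (Ex 488/Em 500-530, Acumen) marks blocked Vif-driven A3G degradation.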
Vif-A3F inh = blocks the Vif interaction with APOBEC3F | HeLa A3F-eYFP + Vif (tagged APOBEC3F with the HIV-1 protein that degrades it), YFP fluorescence increase | Potency, µM (series often up to 46.1 µM), without a hit: at the top dose activity, negative = active | 390,000 compounds, 0.2% hits; note: potency is the fitted concentration of half-maximal effect; % of control where 0% means no effect; nearly all actives have a fitted effect of over 65% in size
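HeLa cells stably expressing Vif plus C-terminally eYFP-tagged A3F were seeded, incubated overnight at 37 deg C, dosed with compound, incubated overnight again at 37 deg C. Yellow fluorescence (Ex 488/Em 500-530) reported blocked Vif-mediated A3F-eYFP degradation.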
GRP78 ERSR act = ER stress response induction in glioma | U87-MG GRP78 promoter luciferase reporter, 16 h | Potency, µM, without a hit: top-dose activation, actives largely listed as activators | 420,000 compounds, 0.02% hits | AID 602332; note: potency is the fitted concentration of half-maximal effect; series mostly up to about 76 µM; % of control where 0% means no effect; nearly all actives have a fitted effect of over 35% in size
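ERSR induction read as luciferase luminescence (Bright-Glo, 10 min at room temperature) in stably transfected human U87-MG glioma cells exposed to compounds for 16 h, using GRP78 as sensor.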
TrxR1 substrate = is turned over as a substrate by rat TrxR1; O89049; purified TrxR1 substrate turnover, NADPH consumption readout; Potency, µM (doses to about 114 µM), for the others: top-dose activity change, negative = substrate turnover; 390,000 compounds, 0.01% hits; AID 588456; note: potency is the fitted concentration of half-maximal effect; % is set by controls: 0 for no effect and ±100 for the full control effect; nearly all actives have a fitted effect of over 50% in size
Target sequence (O89049 whole entry, looked up): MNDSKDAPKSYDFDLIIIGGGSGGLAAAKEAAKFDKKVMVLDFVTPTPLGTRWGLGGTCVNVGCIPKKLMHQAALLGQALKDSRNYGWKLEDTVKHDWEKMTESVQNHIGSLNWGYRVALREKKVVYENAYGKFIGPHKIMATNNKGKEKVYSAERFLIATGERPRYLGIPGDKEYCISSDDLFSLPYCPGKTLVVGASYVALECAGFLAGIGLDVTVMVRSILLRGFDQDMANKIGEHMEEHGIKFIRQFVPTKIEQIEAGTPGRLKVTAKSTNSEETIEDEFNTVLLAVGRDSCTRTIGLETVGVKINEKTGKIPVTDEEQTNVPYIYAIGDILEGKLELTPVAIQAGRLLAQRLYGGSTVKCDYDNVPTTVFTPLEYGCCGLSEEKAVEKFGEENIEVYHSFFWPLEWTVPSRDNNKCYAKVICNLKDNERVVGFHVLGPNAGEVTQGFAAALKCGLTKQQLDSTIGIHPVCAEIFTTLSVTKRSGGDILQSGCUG
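Rat TrxR1, dispensed at 90 nM, was prereduced with 400 uM NADPH (final) for 5 min at ~22 deg C, then incubated with compound 15 min before 400 uM selenite. A first-read NADPH fluorescence drop versus no-compound background flagged substrates.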
TrxR1 inh = blocks rat thioredoxin reductase 1. recombinant rTrxR1, NADPH fluorescence consumption, selenite substrate. Potency, µM (series often up to 114 µM), without a hit: at the top dose activity change, negative = inhibition, usual class: inhibitors. 390,000 compounds, 1% hits. AID 588453; note: potency is the fitted concentration of half-maximal effect; % is set by controls: 0 for no effect and ±100 for the full control effect; nearly all actives have a fitted effect of over 65% in size
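Rat TrxR1 (90 nM in the dispensed reagent) was pre-reduced with 400 uM NADPH for 5 min at room temperature, then incubated with compound for 15 min. After 400 uM selenite was added, NADPH fluorescence (Ex 340/Em 450 nm) was followed for 8 min.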
* = called active by the depositor; u = inconclusive; & = joins results of further samples; [ ] = remark or other dose. Unless noted, calls come from the whole dose curve; as a rule, active = well fitted curve in the direction sought with a large enough effect; inconclusive = small, poorly fitted or top-dose-only effect, or another doubt; inactive = no such curve, though single readings can be large; an effect the other way counts as inactive or inconclusive.

SMILES | USP1 inh | RGS4 inhibitor | mIDH1 inhibitor | LDHA inh | Vif-APOBEC3G blk | Vif-A3F inh | GRP78 ERSR act | TrxR1 substrate | TrxR1 inh
CCOCCCNC(=S)N1C2CCC1CC(NC(=O)NC13CC4CC(CC(C4)C1)C3)C2 (stereo not drawn) | -22% | 2% | 4% | -6 | -4% | -18% | -6% | 4% | -2%
O=C(CCSCc1ccccc1F)N1CCN(c2ccc(Cl)cc2)CC1 | -8% | -1% | -1% | -1 | 3% | 1% | -3% | -3%[57.1 µM] | 2%[57.1 µM]
COc1ccc(NC(=O)CSc2ccccn2)cc1 | -6% | -3% | 3% | 0 | 1% | -4% | 0% | -1% | 5%
Cc1csc2nc(O)c(C(=O)NCCCc3ccccc3)c(=O)n12 | -12% | -19% | 1% | 1 | -1% | -1% | 0% | -2% | 3%
CCOC(=O)Cc1cc(-c2ccccc2)nc2ccc3ccccc3c12 | -26% | -10% | 6% | -1 | -1% | -28% | -3% | 25% | 7%
CCCCCCCNC(=O)C1(CC2CC(c3cccc(Br)c3)=NO2)CCN(C(=O)Cc2ccc(F)cc2)CC1 (stereo not drawn) | -22% | 15% | -7% | -6 | 1% | 5% | -7% | -12% | 24%[57.1 µM]
COc1ccc(N/C=C(\C#N)S(=O)(=O)c2ccc(Cl)cc2)c(OC)c1 | -14% | 21% | 10% | -3 | -2% | -10% | -2% | -2% | 19%
O=C1c2ccccc2C(=O)N1n1cccc1 | -14% | -4% | 7% | -3 | -5% | -7% | -4% | -5% | -7%
O=C(NNC(=O)c1cc(-c2ccc(Cl)c(Cl)c2)nc2ccccc12)Nc1ccccc1 | -15% | -45% | 0% | -4 | 1% | -26% | -4% | -7% | -2%
O=C(O)c1ccccc1C1=Nc2ccc(O)cc2Oc2cc(O)ccc21 | 28µM* | -8% | 2% | 10 | 6% | 5% | -3% | -3% | -1%
COC(=O)C1=C(CSc2nc3ccccc3s2)NC(=O)NC1c1ccc(F)cc1 (stereo not drawn) | -1% | -3% | -13% | -16 | -4% | -15% | -3% | 5%[57.1 µM] | 18%[57.1 µM]
Cc1cccc(C)c1NC(=O)CN(C)C(=O)COc1cccc2c1OC(C)(C)C2 | -21% | -33% | 1% | -5 | 0% | -11% | 1% | 5%[57.1 µM] | 18%[57.1 µM]
COc1ccc(C(CCc2ccc(C)o2)NC(=O)Nc2ccc(OC)cc2OC)cc1 (stereo not drawn) | -26% | -19% | -8% | -5 | 2% | -5% | 0% | 2% | 17%
O=C(O)/C=C\C(=O)Nc1ccccc1C#Cc1ccccc1 | -11% | -17% | 1% | -3 | -1% | 2% | 8% | -2% | -20%
O=S(=O)(Nc1cccnc1Cl)c1ccc2c(c1)OCCO2 | -11% | -15% | 5% | -2 | 2% | -5% | -3% | -2% | -33%
CC1(C)C(=O)OC(/C=C\c2ccccc2)C(C)(C)C1=O (stereo not drawn) | -16% | -38% | 0% | -3 | 1% | 5% | -2% | 1%[57.1 µM] | 5%[57.1 µM]
O=c1[nH]c(SCc2cccc(Cl)c2)nc2ccccc12 | -13% | -6% | 5% | 1 | -1% | -8% | -1% | 0% | 2%
CCOc1ccccc1C(=O)Nc1cccc(-c2nc3ccccc3s2)c1 | u | -39% | 8% | -2 | 0% | -7% | 1% | -1% | 16%
CCOC(=O)c1c(NC(=O)CSc2nncs2)sc(C)c1-c1ccccc1 | -24% | -17% | -8% | 4 | -9% | -20% | -4% | -13% | -20%
Cc1nc2ccc(NC(=O)c3sccc3C)cc2s1 | -1% | -14% | 0% | -6 | -1% | -5% | -2% | 3% | 18%
Cc1noc(C)c1S(=O)(=O)N1CCCC(C(=O)N2CCN(C3CCCCC3)CC2)C1 (stereo not drawn) | -10% | -4% | 12% | -2 | 1% | -5% | -6% | 0%[57.1 µM] | -10%[57.1 µM]
COc1cccc(N=Nc2c(N)[nH]n3c(=O)cc(-c4ccccc4)nc23)c1 | -26% | -1% | -4% | 0 | -3% | -8% | -1% | -8% | -3%[57.1 µM]
CCN(CC)CCOC(=O)C1(c2ccc([N+](=O)[O-])cc2)CCCC1 | -30% | 16% | -7% | -9 | 0% | 0% | 0%&-5%&0%&-5% | 5% | 19%
COc1cc(C[C@@H](C)[C@@H](C)Cc2ccc(O)c(OC)c2)ccc1O | 16% | 3% | 0% | 6 | -10% | 0% | -5% | -11% | -10%[57.1 µM]
CCO[C@@H]1OC(C(=O)N2CCCCCCC2)=C[C@H](c2csc3ccccc23)[C@H]1CCCO | -25% | -7% | 1%[38.3 µM] | -2 | -1% | -3% | -4% | -8% | -10%
COc1ccc(C(=O)NC2CC(C)(C)Cc3c2cnn3-c2ccccc2C)o1 (stereo not drawn) | -6% | 1% | 0% | 0 | -4% | -11% | -4% | -3% | -7%
CCC(Cc1ccccc1)NC(=O)CCNS(=O)(=O)c1cc(Br)cnc1N (stereo not drawn) | -12% | 26% | 0% | -1 | 1% | -2% | -6% | 5% | 38%[activator]
O=C(NC1CCCCC1)c1ccc(Cn2c(SCc3ccccc3F)nc3cccnc32)cc1 | -15% | 18% | 7% | 2 | -2% | 9% | 3% | 2% | 12%
COc1cc(NC(=O)c2cccnc2)c(Cl)cc1NC(=O)c1ccccc1 | -17% | -3% | 8% | -6 | -5% | 8% | -1% | 4% | -6%
C#CCN1C(=O)C(O)(CC(=O)c2ccc(OC)c(OC)c2)c2ccccc21 (stereo not drawn) | -14% | -6% | -2% | -4 | 0% | -2% | -1% | -5% | -12%
CCOc1ccccc1-n1c(N)c(C(N)=O)sc1=S | 3% | -34% | -1% | 1 | 0% | -4% | -1% | -12%[57.1 µM] | -33%[57.1 µM]
Cc1ccc(S(=O)(=O)N2c3cc(C)ccc3OCC2C(C)(C)C)cc1 (stereo not drawn) | -17% | -31% | 4% | 2 | u | -1% | -6% | 22%[57.1 µM] | 35%[57.1 µM]
COc1ccc(OC[C@@H](O)CNC(=O)c2cccc3c2C(=O)c2ccc(-c4ccc(F)cc4OCc4ccccc4)cc2S3(=O)=O)cc1 | -7% | 15% | 0% | -4 | -6% | 4% | -5% | 11%[57.1 µM] | 19%[57.1 µM]
Cc1ccnc(N2CCC(C(=O)NC3CCCCCC3)CC2)n1 | 0% | 23% | 2% | -12 | 3% | 1% | -1% | 11%[57.1 µM] | 15%[57.1 µM]
CCc1nnc(NC(=O)CC23CC4CC(CC(Br)(C4)C2)C3)s1 | u | 11% | 13% | -20 | 0% | 0% | -3% | 9%[57.1 µM] | 34%[57.1 µM]
CCOC(=O)C1CCN(CC(=O)Nc2ccc(OC)c(Cl)c2)CC1 | -6% | -2% | 3% | -12 | 1% | 8% | -2% | -7%[57.1 µM] | 18%[57.1 µM]
CCNC(=O)/C(=C\c1ccccc1)NC(=O)/C=C/c1ccccc1 | -6% | 6% | 0% | -4 | -2% | -4% | -2% | -11% | -3%
Cc1cc(=O)c(C(=O)O)nn1-c1ccccc1 | -18% | -32% | 0% | -6 | -1% | -48% | -4% | 10%[57.1 µM] | 15%[57.1 µM]
O=C(COC(=O)c1cc(S(=O)(=O)N2CCc3ccccc3C2)ccc1Cl)NCc1ccco1 | -22% | u | 2% | 13 | -5% | u | 16% | -5% | u
Cc1ccc(Cc2cnc(NC(=O)CN3CCOCC3)s2)cc1Cl | -7% | -2% | -1% | -3 | -1% | -1% | 0% | 5% | 13%
COCc1cc(C)n(CC(=O)Nc2ccc(NC(C)=O)cc2)c(=O)c1C#N | 8% | 19% | 4% | -8 | 2% | 3% | -3% | -2% | 12%
COc1ccccc1NC(=O)Nc1ccc(Br)cn1 | -5% | 14% | 0% | -7 | -6% | -3% | u | 5% | 18%
CC(C)(C)c1ccc(C(=O)N2CCCC(c3nc4c(nnn4Cc4cccc(F)c4)c(=O)[nH]3)C2)cc1 (stereo not drawn) | -12% | -11% | -9% | 2 | 2% | 2% | 3% | -1% | 12%
CCOc1ccc(N(CC(=O)NCc2ccc(OC)cc2)S(C)(=O)=O)cc1 | -12% | 7% | 14% | 1 | 0% | -4% | -1% | 3% | 8%
COc1ccc(NS(=O)(=O)c2ccc3oc(SCC(N)=O)nc3c2)cc1 | -11% | -20% | 7% | -4 | 0% | 0% | -6% | 2%[57.1 µM] | 19%[57.1 µM]
Cc1nc2ccccc2nc1CN1CCC(CO)(CC2CCCCO2)CC1 (stereo not drawn) | -5% | 10% | -5% | 1 | -1% | 5% | -4% | 4% | 12%
CC1CN(C(=O)c2ccc(COc3ccccc3Br)o2)CC(C)O1 (stereo not drawn) | -22% | -4% | 11% | -5 | -8% | -11% | 1% | 2% | 10%

Some values from the results shown:
mIDH1 inhibitor with `O=C(NNC(=O)c1cc(-c2ccc(Cl)c(Cl)c2)nc2ccccc12)Nc1ccccc1` → 0%
GRP78 ERSR act with `COc1ccc(C(=O)NC2CC(C)(C)Cc3c2cnn3-c2ccccc2C)o1` (stereo not drawn) → -4%

An excerpt; rates above refer to the full screens.
